Assay outcomes: PubChem BioAssay, several laboratories
bovine MsrA act: bovine MsrA enzyme activators, primary screen, biochemical, absorbance, HTS; purified bovine MsrA, absorbance read-out; activation, % at 10.6 µM; 0.3% of 360,000 active; AID 602163, 2012; in the data active = activation above about 7.5%;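 note: 0% = vehicle and 100% = reference activator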
NRP1-CendR mod: modulators of CendR peptide binding to NRP-1, primary screen, biochemical, fluorescence polarization, uHTS; 0.85% of 360,000 active; FAM-RPARPAR peptide binding to NRP-1; Neuropilin-1 (Homo sapiens), O14786; inhibition, % at 25 µM;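 active = inhibition or corrected inhibition above about 18%, plus a signal ratio from 0.5 to 1.5, limit read from the data, passing the limit was not always enough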; note: strong numbers were not always called active
Tb MetRS inh: T. brucei MetRS inhibitors, primary screen, biochemical, luminescence | purified T. brucei MetRS, ATP depletion, Kinase-Glo luminescence | AID 624268, 2012 | 0.4% of 360,000 active | inhibition, % at 11.9 µM;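 active = inhibition above a per-plate cutoff of the control wells' mean inhibition plus 3 SD, cut at about 5.5% in these data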;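 note: 0% = DMSO wells median and 100% = median of wells with control inhibitor compound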
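Dosing: 11.9 µM compound single dose, 0.9% DMSO; Assay system: purified T. brucei MetRS enzyme; Measured by: Kinase-Glo luciferase luminescence reporting remaining unconsumed ATP; Schedule: 15 min plus 2 h at 25 °C.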
FAS-TE inh: FAS thioesterase domain inhibitors, primary screen, biochemical, fluorescence intensity, uHTS | Fatty acid synthase (Homo sapiens), P49327 | recombinant FAS-TE, OMFH fluorogenic substrate, fluorescence endpoint | inhibition, % at 15 µM | 0.67% of 360,000 active;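 active = compounds whose normalised, plate-corrected inhibition of enzyme fluorescence in the single-dose primary screen is 50% or more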;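 note: 0% = DMSO with enzyme and 100% = substrate without enzyme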
MT1-MMP act inh: blockers of MT1-MMP proenzyme processing, primary screen, HT1080 RFP-PRO-GFP cells, GFP/RFP fluorescence; 0.061% of 360,000 active; AID 651647, 2012; GFP/RFP ratio fluorescence, overnight; percent of plate control window, DMSO zero; GFP/RFP ratio change, % at 20 µM;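 active = GFP/RFP ratio change of at least 30% with cell ATP level not reduced by more than half and red fluorescence within 50% of control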; note: strong numbers were not always called active
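Assay system – RFP-PRO-GFP reporter HT1080 cells · Compound dosing – single dose of 20 µM compound, 1% DMSO final · Incubation – overnight compound exposure at 37 °C · Measure – GFP/RFP fluorescence ratio · Benchmarks – DMSO wells and RFP-L50D-GFP cells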
SKN-1 block: suppressors of acrylamide-induced Pgst-4::GFP reporter in worms, primary screen, SKN-1 inhibitor project, whole organism, uHTS, GFP/RFP fluorescence ratio, strain VP596 | 0.49% of 360,000 active | AID 624304, 2012 | inhibition, % at 21.8 µM | C. elegans VP596 Pgst-4::GFP/RFP ratio, 24 h;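 active = interference check ratio from 0.5 to 1.5 plus GFP to RFP signal ratio inhibition reaching or exceeding a fixed threshold, cut at about 30% in these data, passing the limit was not always enough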; note: some compounds called inactive have numbers as strong as hits
MsrA inhibitor: bovine MsrA enzyme inhibitors, primary screen, biochemical, absorbance, HTS; Methionine sulfoxide reductase A (Bos taurus); purified bovine MsrA, absorbance read-out; inhibition, % at 15.5 µM; 0.75% of 360,000 active; in the data active = inhibition above about 4.5%;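 note: 0% = vehicle wells with enzyme and 100% = reference inhibitor wells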
E coli Lon inh: inhibitors of E. coli Lon protease, primary screen, biochemical, fluorescence polarization; P0A9M0; purified E. coli Lon protease; inhibition, % at 7.94 µM; 0.42% of 360,000 active; AID 602123, 2011; in the data active = inhibition above about 13%, passing the limit was not always enough;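 note: 0% = enzyme with probe and DMSO and 100% = no enzyme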
PABP1 MLLE inh: inhibitors of PABP1 MLLE–PAM2 peptide binding, primary screen, biochemical, fluorescence polarization, FITC-PAM2, GST-MLLE; Polyadenylate-binding protein 1 (Homo sapiens), P11940; inhibition, % at 20 µM; 0.36% of 360,000 active; AID 588489, 2011; in the data active = inhibition above about 35%, passing the limit was not always enough;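 note: plate controls were DMSO wells with GST-MLLE for no effect and wells lacking GST-MLLE protein for full effect; some results filed as inactive read as strong as hits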
An asterisk follows results filed as active; x = no result given.

Start of the data: the first two compounds, ahead of the listing:
SMILES	bovine MsrA act	NRP1-CendR mod	Tb MetRS inh	FAS-TE inh	MT1-MMP act inh	SKN-1 block	MsrA inhibitor	E coli Lon inh	PABP1 MLLE inh
CCN(CC(=O)NC(C)C)Cc1nc2sc3c(c2c(=O)[nH]1)CCC3	-1	-15	-0.9	-5	-13	20	0.2	-7	-5
CNCc1ccccc1Sc1cccc(O)c1	-7	9	-1.1	-5	-7	3	-0.2	11	9

The list itself, repeating the preview:
SMILES	bovine MsrA act	NRP1-CendR mod	Tb MetRS inh	FAS-TE inh	MT1-MMP act inh	SKN-1 block	MsrA inhibitor	E coli Lon inh	PABP1 MLLE inh
CCN(CC(=O)NC(C)C)Cc1nc2sc3c(c2c(=O)[nH]1)CCC3	-1	-15	-0.9	-5	-13	20	0.2	-7	-5
CNCc1ccccc1Sc1cccc(O)c1	-7	9	-1.1	-5	-7	3	-0.2	11	9
Oc1[nH]c2ccccc2c1N=Nc1c(F)c(F)c(F)c(F)c1F	-2	-27	-0.4	6	-12	1	0.3	-3	-22
CC(=NCc1ccco1)c1c(O)n(C2CCCCC2)c(=O)[nH]c1=O	-13	3	-1.2	-2	-4	-3	1.8	-57	-15
CCc1c(C)nc2nc(NC(C)=O)[nH]n2c1=O	-10	5	-1.2	-8	-1	2	-0.6	-4	3
O=C(O)C1=CCNCC1	-5	-1	-0.8	-8	2	16	-1.2	2	-3
O=P(O)(CCCP(=O)(O)CCc1ccccc1)CCc1ccccc1	-1	3	0.0	-3	0	-6	-0.5	-4	5
CCOC(=O)c1cc2cc(OC)ccc2nc1C	-1	5	-0.3	-2	0	10	-0.1	-2	1
COc1ccc(-c2cc(C(=O)Oc3ccc([N+](=O)[O-])cc3)c3ccccc3n2)cc1	-5	3	-0.8	29	2	-7	3.6	-2	4
O=S(=O)(NCc1ccc(Cl)cc1)NCc1ccccc1F	-10	-8	-0.9	5	0	2	0.0	-2	-8
CC[C@]12c3[nH]c4cc(CCC(=O)N(C)C)ccc4c3CCN1C(=O)[C@@H](CC(=O)NC/C=C(\C)CCC=C(C)C)C[C@@H]2C(=O)N1CCN(C(=O)c2ccco2)CC1	0	-14	-0.6	2	14	0	x	-3	-11
CC(NC(=O)c1ccccc1O)c1ccccc1 (centres undefined)	-1	13	-0.1	-6	-5	15	-0.2	1	-11
Clc1ccc(SCc2cn3cccnc3n2)cc1	-1	-15	0.5	-3	4	0	0.5	-1	9
CCc1ccc(NC(=O)CSc2nc3ccccc3c(=O)n2CCCC(=O)N2CCCC2)cc1	-11	-7	-1.5	7	-6	-14	-0.7	3	1
NS(=O)(=O)c1ccc(NC(=S)NC(=O)/C=C/c2cccs2)cc1	-3	0	-0.5	-4	3	16	3.5	1	17
COC1=C(C)C(O)=C(C(=O)/C=C/c2ccccc2)C(=O)C1(C)C	-6	-8	-0.4	-5	-4	-7	1.9	-5	-2
CN(Cc1ccccn1)Cc1cn(Cc2ccccc2)nc1-c1ccc2c(c1)OCO2	-3	-7	-0.2	4	3	-5	1.6	-2	0
COc1cccc(C(=O)Nc2ccccc2OC(F)(F)F)c1	8	8	-0.2	-4	-5	11	-0.5	-4	-4
O=C(Nc1ccc(N2CCN(C(=O)c3ccco3)CC2)cc1)c1ccc(F)cc1	1	1	0.2	-2	1	21	-0.7	7	18
COc1ccc(OCC(=O)Nc2ncc3c(n2)CC(C)(C)CC3=O)cc1	1	7	0.4	-2	6	7	0.6	-7	-2
CCOC(=O)c1ccccc1NC(=O)COC(=O)C(CC)Oc1ccccc1 (centres undefined)	0	7	-0.1	19	5	-6	1.0	-8	1
Clc1ccccc1Cn1nnc2c(N3CCOCC3)nc(C3CC3)nc21	-2	1	-0.5	16	-3	8	-0.4	-2	-11
O=[N+]([O-])c1ccc(O)c(-c2nc(-c3ccccc3)c(-c3cccs3)[nH]2)c1	1	0	0.0	40	4	7	1.3	-2	-3
CCN(CC)S(=O)(=O)c1ccc(N2CCCCC2)c(NC(=O)C2=COCCO2)c1	0	-1	-0.7	18	-2	3	0.6	-6	-3
N#Cc1ccc(-n2c(-c3ccccc3)nnc2-c2ccccc2)cc1C#N	-2	-12	-0.2	43	-1	9	0.9	-3	-1

An excerpt from above, reduced to SKN-1 block:
structure | SKN-1 block
CC(NC(=O)c1ccccc1O)c1ccccc1 (centres undefined) | 15
CC[C@]12c3[nH]c4cc(CCC(=O)N(C)C)ccc4c3CCN1C(=O)[C@@H](CC(=O)NC/C=C(\C)CCC=C(C)C)C[C@@H]2C(=O)N1CCN(C(=O)c2ccco2)CC1 | 0

Further entries follow.
SMILES	bovine MsrA act	NRP1-CendR mod	Tb MetRS inh	FAS-TE inh	MT1-MMP act inh	SKN-1 block	MsrA inhibitor	E coli Lon inh	PABP1 MLLE inh
Cc1ccccc1C(=O)Nc1ccc2nc3n(c(=O)c2c1)CCCC3	-2	-6	0.0	-3	1	11	1.1	1	16
c1coc(C2Nc3ccccc3C3OCCC23)c1 (centres undefined)	-2	-5	0.4	-6	4	-3	0.7	-7	-6
O=C(Nc1cc(-c2ccccc2)nn1C1CCCCC1)c1ccc(Cl)cc1	-4	12	-0.2	29	0	6	0.8	11	-10
CC(=O)Nc1ccc(NC(=O)Nc2ccccc2C)cc1	-3	-7	-0.7	-6	3	-4	-1.3	-9	6
O=C(c1cc2cc(Cl)cc(Cl)c2oc1=O)N1CCOCC1	-1	-2	-0.8	-4	8	6	0.2	-2	0
Cc1ccc(/C=N/N=C2\SCC(=O)N2CC2CC2)cc1	-5	3	-0.5	32	0	1	-0.6	2	1
CC(C)(C)c1csc(NC(=O)c2cccnc2Cl)n1	-3	2	-0.7	-1	0	9	0.4	-3	-2
Cc1c(CC(=O)NCC(=O)N[C@H](Cc2ccccc2)C(=O)O)c(=O)oc2cc(O)ccc12	7	-10	0.1	-7	2	-8	1.9	-6	15
Cc1ccc(NC(=O)N2CCc3ccccc32)cc1	-10	8	-0.3	1	0	-9	-0.4	2	8
CCOc1ccc(C(=O)NCc2cccnc2)cc1[N+](=O)[O-]	-4	22*	0.3	-4	1	6	0.3	-3	-4
CC(C)CN(C(=O)CCC(=O)OCC(=O)N(C)c1ccccc1)c1c(N)n(CC(C)C)c(=O)[nH]c1=O	-5	4	-0.5	-4	0	7	2.6	-2	0
O=C1NC[C@H](CCCCN2C[C@H](Cc3ccc(O)cc3)N(CCC3CCCCC3)C(=O)C2=O)N(CC2CCCCC2)C1=O	1	7	0.0	12	5	12	-0.2	-8	x
COc1ccc(CCNC(=O)CN(c2ccc(C)cc2)S(=O)(=O)c2c(C)noc2C)cc1OC	-1	6	-0.7	4	0	0	-0.7	-1	-9
COC(=O)C(O)(NC(=O)OCc1ccccc1)C(F)(F)F (centres undefined)	-12	5	-1.1	-8	1	-25	-0.5	8	-13
O=C(c1ccc(F)cc1)N1CCN(c2ccccn2)CC1	-1	7	-1.1	-3	3	11	1.2	0	0
O=C(CN1CCC(Cc2ccccc2)CC1)NC(=O)NC1CCCCC1	-1	5	-0.2	2	-1	-8	-0.2	-8	8
Cc1ccc(-c2nc(CS(=O)CC(=O)NC(C)CCc3ccccc3)c(C)o2)cc1 (centres undefined)	-3	11	0.1	5	1	13	0.5	-4	6
CCOc1ccccc1N1CCN(C(=O)c2ccc3[nH]c4c(c3c2)CCCC4)CC1	-9	-3	-1.2	22	1	1	0.2	4	-56
CCN(CC)S(=O)(=O)c1ccc(=O)n(CC(=O)N2Cc3ccccc3CC2C(N)=O)c1 (centres undefined)	-13	2	-0.4	-6	3	-2	-0.9	15	10
COC(=O)c1ccc(CN2CCN(Cc3ccc(F)cc3)C(CCO)C2)cc1 (centres undefined)	-2	-5	-0.5	-2	-3	-8	0.2	1	28
N#CC(C(=O)Nc1ccccc1)=C1CCCCC1	0	-1	-0.5	-2	-3	11	0.0	-3	2
Cn1nnnc1SCC(=O)Nc1cc(C(=O)O)cc(C(=O)O)c1	-11	25	-1.2	-6	1	-26	0.2	-12	-6
COc1ccc(-c2noc(CN3CCN(c4ccccc4)CC3)n2)cc1	-1	-2	-0.8	21	0	-7	0.0	-3	-6
O=C(CCC(=O)OCCCC(F)(F)C(F)(F)F)Nc1ccccc1	-1	0	2.2	-2	-3	16	-0.2	2	-2
O=C(CCCc1ccccc1)Nc1ccccc1C(F)(F)F	-3	7	-0.6	1	0	16	-0.5	2	-9
Further records follow:
SMILES	bovine MsrA act	NRP1-CendR mod	Tb MetRS inh	FAS-TE inh	MT1-MMP act inh	SKN-1 block	MsrA inhibitor	E coli Lon inh	PABP1 MLLE inh
O=C1C(Cc2ccccc2)Nc2ncnc(N3CCCCC3)c2N1Cc1ccccc1 (centres undefined)	-2	-1	-0.1	-2	-2	5	0.4	0	-11
C=C(Br)Cn1c(CC)nc2ccccc21	-11	-7	-0.3	-12	-2	-28	-0.7	3	6
Cc1ccc(C2CC(c3cccs3)=NN2C(=O)CCl)cc1 (centres undefined)	-6	-58	-1.1	7	-4	-3	1.0	-45	-47
O=C(NC1CC1)C1CCN(c2ncccn2)CC1	-8	7	-0.9	-4	1	5	-1.9	4	7
COc1ccc(Oc2ccc(N/C=C3/CCCC3=O)cc2)cc1	-2	-12	0.5	-5	-1	10	1.9	-13	-8
O=C(NCCCn1ccnc1)c1ccc(-c2cccc(Cl)c2Cl)o1	-1	7	0.0	-11	-1	7	-0.5	-6	-1
Nc1c(C(=O)Nc2ccc3c(c2)OCCO3)nnn1Cc1cccc(F)c1	4	-2	-0.5	0	5	3	1.0	-8	5

7 entries from above, with bars between the fields:
compound | bovine MsrA act | NRP1-CendR mod | Tb MetRS inh | FAS-TE inh | MT1-MMP act inh | SKN-1 block | MsrA inhibitor | E coli Lon inh | PABP1 MLLE inh
Cc1ccc(-c2nc(CS(=O)CC(=O)NC(C)CCc3ccccc3)c(C)o2)cc1 (centres undefined) | -3 | 11 | 0.1 | 5 | 1 | 13 | 0.5 | -4 | 6
CCOc1ccccc1N1CCN(C(=O)c2ccc3[nH]c4c(c3c2)CCCC4)CC1 | -9 | -3 | -1.2 | 22 | 1 | 1 | 0.2 | 4 | -56
CCN(CC)S(=O)(=O)c1ccc(=O)n(CC(=O)N2Cc3ccccc3CC2C(N)=O)c1 (centres undefined) | -13 | 2 | -0.4 | -6 | 3 | -2 | -0.9 | 15 | 10
COC(=O)c1ccc(CN2CCN(Cc3ccc(F)cc3)C(CCO)C2)cc1 (centres undefined) | -2 | -5 | -0.5 | -2 | -3 | -8 | 0.2 | 1 | 28
N#CC(C(=O)Nc1ccccc1)=C1CCCCC1 | 0 | -1 | -0.5 | -2 | -3 | 11 | 0.0 | -3 | 2
Cn1nnnc1SCC(=O)Nc1cc(C(=O)O)cc(C(=O)O)c1 | -11 | 25 | -1.2 | -6 | 1 | -26 | 0.2 | -12 | -6
COc1ccc(-c2noc(CN3CCN(c4ccccc4)CC3)n2)cc1 | -1 | -2 | -0.8 | 21 | 0 | -7 | 0.0 | -3 | -6
